Pin1 inh – blocks the human prolyl isomerase Pin1. Potency, µM (highest dose often 115 µM), inactives show at the highest dose activity, negative = inhibition, actives largely listed as inhibitors. AID 504891. actives 0.009% (n = 390,000). Pin1 FP peptide displacement, HiFluor488, 10 min; active = well fitted inhibition curve with a large enough effect in the polarisation, with a control signal flat, not every such curve was filed as active; inconclusive = small, poorly fitted or top-dose-only effect, or effect the other way, or a change in a side signal; inactive = no such curve, though single readings can be large or run the other way; the % refers to the polarisation; note: potency is the fitted concentration of half-maximal effect; % is set by controls: 0 for no effect and ±100 for the full control effect
PI4K2A inh – blocks human PI4K2A kinase activity; Q9BTU6; purified PI4K2A, ADP-Glo luminescence, 1 h; stronger effect = lower value; activity change, negative = inhibition, % at 76.9 µM; actives 0.13% (n = 420,000); AID 1346378; in the data active = activity change below about -50%; inconclusive = mostly about -30% to -49%;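 note: -100% = wells without enzyme as full effect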
Target sequence (Q9BTU6 whole entry, looked up): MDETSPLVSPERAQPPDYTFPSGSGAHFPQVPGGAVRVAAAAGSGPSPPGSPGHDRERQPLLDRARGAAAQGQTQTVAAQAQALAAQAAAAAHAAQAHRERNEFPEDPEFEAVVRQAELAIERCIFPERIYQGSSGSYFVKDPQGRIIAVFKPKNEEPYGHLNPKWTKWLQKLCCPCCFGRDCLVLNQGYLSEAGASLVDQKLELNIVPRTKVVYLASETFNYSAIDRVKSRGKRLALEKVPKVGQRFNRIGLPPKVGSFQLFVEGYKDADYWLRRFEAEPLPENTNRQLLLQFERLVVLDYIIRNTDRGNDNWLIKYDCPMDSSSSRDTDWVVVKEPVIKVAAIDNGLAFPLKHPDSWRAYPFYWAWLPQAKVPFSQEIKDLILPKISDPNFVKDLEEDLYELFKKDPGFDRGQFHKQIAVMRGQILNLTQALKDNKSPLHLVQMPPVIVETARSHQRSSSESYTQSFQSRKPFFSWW
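PI4K2A activity was measured by ADP-Glo luminescence: enzyme (4 ug/mL stock) and phosphatidylinositol (1.2 mM stock) in Tris pH 7.5/MgCl2/EGTA/Triton X-100 buffer were reacted with ATP (300 microM stock) for one hour at ambient temperature.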
JMJD2A Tudor inh – inhibitors of human JMJD2A Tudor domain; O75164; AlphaScreen JMJD2A-Tudor / H3K4me3 peptide binding; Potency, µM (doses to about 114 µM), without a hit: at the highest dose activity change, negative = inhibition, actives largely listed as inhibitors; actives 4.4% (n = 390,000); AID 504339; note: potency is the fitted concentration of half-maximal effect; % is set by controls: 0 for no effect and ±100 for the full control effect; nearly all actives have a fitted effect of over 50% in size
GLS inh – inhibitors of human glutaminase (GLS); actives 0.21% (n = 410,000); Potency, µM (doses to about 45.5 µM), for the others: at the top dose activity change, negative = inhibition, most hits filed as inhibitors; GLS enzymatic activity, qHTS titration; note: potency is the fitted concentration of half-maximal effect; % is set by controls: 0 for no effect and ±100 for the full control effect
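Coupled fluorescence readout: glutamate oxidase/HRP/Amplex Red detect glutamate formed by hKGA from L-glutamine (1 mM solution added). Buffer 45 mM KH2PO4 pH 8.2, 0.02% Tween-20; reads at t0 and 30 min RT.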
Pol eta inh – blocks human DNA polymerase eta activity; Q9Y253; recombinant Pol eta, fluorescent DNA replication assay; Potency, µM (highest dose often 114 µM), for inactives: at the top dose activity change, negative = inhibition, most hits filed as inhibitors; actives 1.2% (n = 390,000); note: potency is the fitted concentration of half-maximal effect; % is set by controls: 0 for no effect and ±100 for the full control effect
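Pol eta at 10 nM preincubated with compounds 15 min at room temperature; reaction started with fluorescent substrate (50 nM final) and read kinetically at 0 and 10 min.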
HP1b chromo inh – blocks HP1-beta chromodomain binding to methylated histone tails. P83916. AlphaScreen HP1-beta / biotin-H3K9me3 peptide binding. Potency, µM (titrated, usually from 114 µM), for the others: at the top dose activity change, negative = inhibition, usual class: inhibitors. actives 0.56% (n = 390,000). AID 540317; note: potency is the fitted concentration of half-maximal effect; nearly all actives have a fitted effect of over 70% in size; inactives centre near 23
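HP1-beta protein (50 nM final) preincubated 30 min at room temperature with biotinylated H3(1-18)K9me3 peptide (50 nM) in PBS pH 7.4, 0.01% Tween-20, then compound added for 30 min. AlphaScreen streptavidin donor/nickel chelate acceptor beads (10 ug/mL final), 30 min dark, luminescence read.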
BAZ2B inh – blocks human BAZ2B | Q9UIF8 | AlphaScreen BAZ2B-H3K14Ac peptide displacement | Potency, µM (top dose mostly 114 µM), inactives show at the top dose activity change, negative = inhibition, usual class: inhibitors | actives 4.4% (n = 360,000) | AID 504333; note: potency is the fitted concentration of half-maximal effect; % is set by controls: 0 for no effect and ±100 for the full control effect; nearly all actives have a fitted effect of over 60% in size
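Multi-concentration screen (max 110 uM) measuring displacement of acetylated histone H3 peptide from BAZ2B by AlphaScreen, using 50 nM protein, 50 nM peptide and 10 ug/mL streptavidin donor plus Ni-chelate acceptor beads.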
G9a inh – blocks human histone lysine methyltransferase G9a. Q96KQ7. G9a H3K9 monomethylation, AlphaScreen, 2 h. Potency, µM (doses to about 102 µM), for inactives: at the highest dose activity, negative = inhibition, most hits filed as inhibitors. actives 8.8% (n = 350,000). AID 504332; note: potency is the fitted concentration of half-maximal effect; % is set by controls: 0 for no effect and ±100 for the full control effect; nearly all actives have a fitted effect of over 75% in size
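AlphaScreen detection with an anti-monomethyl H3K9 antibody quantified product after a 2 h room-temperature reaction containing 500 nM biotinylated H3K9 peptide, 20 µM SAM and 20 nM enzyme, which had been preincubated 15 min with compound.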
Tb PGK inh – inhibitors of T. brucei phosphoglycerate kinase; PGK/GAPDH coupled, Kinase-Glo luminescence, 60 min; Potency, µM (titrated, usually from 57.5 µM), for the others: top-dose activity change, negative = inhibition, most hits filed as inhibitors; actives 0.043% (n = 380,000); note: potency is the fitted concentration of half-maximal effect; % is set by controls: 0 for no effect and ±100 for the full control effect; nearly all actives have a fitted effect of over 60% in size
Target sequence (P07378 whole entry, looked up): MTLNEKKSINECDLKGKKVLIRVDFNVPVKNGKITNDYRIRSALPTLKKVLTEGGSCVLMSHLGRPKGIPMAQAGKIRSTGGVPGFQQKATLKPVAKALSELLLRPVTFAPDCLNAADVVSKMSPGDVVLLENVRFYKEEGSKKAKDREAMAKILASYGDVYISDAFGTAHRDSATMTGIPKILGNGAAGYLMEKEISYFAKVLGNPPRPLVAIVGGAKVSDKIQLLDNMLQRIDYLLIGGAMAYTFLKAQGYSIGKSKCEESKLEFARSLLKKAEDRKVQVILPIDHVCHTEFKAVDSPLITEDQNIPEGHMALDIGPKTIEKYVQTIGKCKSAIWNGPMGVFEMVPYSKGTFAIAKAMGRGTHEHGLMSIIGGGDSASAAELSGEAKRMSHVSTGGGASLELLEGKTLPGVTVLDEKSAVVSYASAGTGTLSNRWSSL
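Luminescent ATP detection (Kinase-Glo Plus) follows a 60-minute room-temperature incubation, with wells lacking PGK as controls. Buffer: 100 mM TEA (pH 7.6), 5 mM MgCl2, 0.01% Tween-20. Coupling enzyme GAPDH (100 nM final) supplies unstable 1,3-BPG in-well.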
Numbers without * were called inactive; i = inactive; ? = inconclusive; . = no result given; [ ] = another dose, or the depositor's remark. Unless noted, calls come from the whole dose curve; as a rule, active = well fitted curve in the direction sought with a large enough effect; inconclusive = small, poorly fitted or top-dose-only effect, or another doubt; inactive = no such curve, though single readings can be large; an effect the other way counts as inactive or inconclusive. Not all compounds are listed; rates above refer to the full screens.

Results follow in this order: Pin1 inh	PI4K2A inh	JMJD2A Tudor inh	GLS inh	Pol eta inh	HP1b chromo inh	BAZ2B inh	G9a inh	Tb PGK inh
COc1ccc(C2C=C(c3ccccc3)Nc3nc(NC(=O)/C=C/c4ccc(F)cc4)nn32)cc1 (centres undefined)
→ 1%	1	-4%	?	-5%	46%[activator]	-4%	-34%[59 µM]	0%
O=C(NCc1ccc(N2CCCC2=O)cc1)c1cn(CCc2ccccc2)nn1
→ 3%	3	-7%	6%	-12%	43%	-6%	-43%[12.7 µM]	-3%
CCOc1ccc(-c2nc(-c3ccccc3)no2)cc1OCC
→ -2%	1	28%	-10%	-11%	45%[activator]	5%	10%	0%
COc1ccc(-c2noc(CCC(=O)NCC3CCCO3)n2)cc1OC (centres undefined)
→ -5%	-4	-13%	4%	-25%	26%	2%	7%	-10%
CCCCCCCC1(C)NC(=O)NC1=O (centres undefined)
→ -6%	1	-10%	4%	-2%	11%	3%	.	2%
CC(C)(C)OC(=O)C[C@@H]1C/C=C\C[C@@H](CC(=O)N[C@H](CO)Cc2ccccc2)C(=O)NC[C@@H](c2ccccc2)OC1=O
→ 0%	-1	-10%	-4%	-20%	44%[activator]	.	.	i
Cc1ccc(CNC(=O)c2ccc(NS(=O)(=O)c3c(C)noc3C)cc2)cc1
→ ?	1	-4%	0%	-22%	36%	-4%	-6%	-4%
CCN(CC)C(=O)Cn1c(=O)n(CCCC(=O)NCc2ccccc2)c(=O)c2sccc21
→ -6%	10	-1%	-4%	0%	18%	-13%	-30%	5%
O=C(NCCN1CCN(c2ccccc2F)CC1)c1cccn2c(=O)c3ccccc3nc12
→ ?	0	-29%	4%	-6%	16%	9%	-24%	-3%
CC(c1cccs1)N(C(=O)Nc1ccccc1)C1CCCCC1 (centres undefined)
→ 0%	7	-8%	1%	-8%	58%[activator]	8%	24%[59 µM]	i
O=C(Nc1ccc(NC(=S)NC(=O)c2cccs2)cc1)c1ccco1
→ ?	3	-23%	-7%	79µM*	18%	-31%	50µM*	-20%
Cc1ccc2c(c1)c1c(c(=O)n(-c3ccccc3C)c(=O)n1Cc1ccccc1F)n2C
→ -1%	4	10%	2%	-11%	44%	1%	-2%[59 µM]	-6%
Cc1ccc(NC(=O)CCCN2C(=O)C(c3ccccc3)Oc3cccnc32)c(C)c1 (centres undefined)
→ .	-6	.	1%	-20%	.	.	.	-7%
O=C(CCl)c1ccc2c(c1)CCN2C(=O)C1CCCCC1
→ 6%	19	-10%	12%	-18%	34%	-25%	-4%[59 µM]	i
O=C(CN1CCCCC1)Nc1ccc(S(=O)(=O)N2CCOCC2)cc1
→ -4%	-4	-13%	-18%	8%	5%	-12%	?	i

The final two records of the part above lead into the next:
Results follow in this order: Pin1 inh	PI4K2A inh	JMJD2A Tudor inh	GLS inh	Pol eta inh	HP1b chromo inh	BAZ2B inh	G9a inh	Tb PGK inh
O=C(CCl)c1ccc2c(c1)CCN2C(=O)C1CCCCC1
→ 6%	19	-10%	12%	-18%	34%	-25%	-4%[59 µM]	i
O=C(CN1CCCCC1)Nc1ccc(S(=O)(=O)N2CCOCC2)cc1
→ -4%	-4	-13%	-18%	8%	5%	-12%	?	i
CCC(=O)Nc1ccc(S(=O)(=O)NCCc2ccccc2)cc1
→ ?	-4	-8%	8%	-1%	49%[activator]	5%	3%	1%
Cn1cc([N+](=O)[O-])c(C(=O)Nc2ccc(-c3nc4ccccc4o3)cc2)n1
→ ?	-3	-13%	-16%	?	10%	-9%	17%[12.7 µM]	-8%
CCNc1nc(NC(C)C)nc(N(n2cnnc2)S(=O)(=O)c2ccc(C)cc2)n1
→ -1%	-6	-21%	2%	-18%	36%	-11%	-12%[59 µM]	i
O=C1c2ccccc2NC(c2ccco2)N1/N=C/c1ccco1 (centres undefined)
→ 4%	-1	-13%	0%	-2%	10%	?	?	-1%
CC(=O)Nc1ccc2nc(SCC(=O)N3CCOCC3)sc2c1
→ -5%	-2	-30%	0%	-3%	-10%	-14%	3%[59 µM]	1%
O=C(c1ccccc1F)N1CCN(c2ccccc2F)CC1
→ -1%	3	-30%[57.1 µM]	14%	4%	?	14%	17%[59 µM]	3%
Cc1cc(C)cc(NC(=S)N2CCC(NC(=O)c3ccccc3C)CC2)c1
→ -14%	-4	-17%	8%	-6%	27%	-24%	-5%[12.7 µM]	-14%
Cc1ccccc1-n1c(O)c(/C=N/N2CCCCC2c2cccnc2)c(=O)[nH]c1=O (centres undefined)
→ 37%[activator]	3	-11%	30%	15%	50%[activator]	3%	10%[59 µM]	7%
CSCC[C@H](NC(=O)OC(C)(C)C)C(=O)N/N=C/c1ccc2nccnc2c1
→ 8%	-3	4%	-3%	-19%	34%	-17%	?	-1%
Cc1cc(C)cc(OCCCn2ccnc2)c1
→ 1%	5	-27%	0%	-19%	27%	?	.	i
COc1ccc(-c2cc(C(=O)Nc3cc(C)on3)no2)cc1OC
→ 0%	3	-18%	-6%	-4%	38%	-18%	-26%	-1%
CCN(CC)CCCNC(=O)/C(=C\c1cccn1C)NC(=O)c1cccs1
→ -4%	1	-19%	-1%	-6%	-12%	?	-3%[59 µM]	-9%
CC(C)[C@H](N)C(=O)N[C@H]1CCC2C3CC=C4C[C@@H](O)CC[C@]4(C)C3CC[C@@]21C (some centres undefined)
→ .	4	.	-2%	-10%	.	.	.	-1%
O=C(NCc1cccs1)C1CCC(=O)N(Cc2cccc(C(F)(F)F)c2)C1 (centres undefined)
→ 3%	1	-11%	0%	0%	13%	1%	.	-7%
CCOCCCN1C(=O)c2ccccc2CC1(C)C(=O)NC1CCCCC1 (centres undefined)
→ -5%	-1	-9%	-2%	.	34%	1%	0%[59 µM]	.
CCOc1cc(Br)c(CC(=O)NC2CCCCCC2)cc1OCC
→ 14%	-4	-14%	-5%	-3%	-1%	5%	?	i
COc1cc(NC(=O)CN(C)S(=O)(=O)c2ccc3[nH]c4c(c3c2)CCCC4)cc(OC)c1OC
→ -3%	1	?	5%	-17%	?	?	?	i
CC1SC(C)C(=O)N(CC(=O)Nc2ccc([N+](=O)[O-])cc2)C1=O (centres undefined)
→ 2%	5	-5%	-13%	-17%	21%	-2%	-44%	i
COc1ccccc1NC(=O)c1cc2c(CO)cnc(C)c2oc1=Nc1cc(OC)c(OC)c(OC)c1
→ 2%	1	-7%	-7%	-9%	13%	3%	69%[activator]	-8%
Nc1nc2c(s1)C(=O)CC(c1ccccc1)C2 (centres undefined)
→ 2%	-2	-19%	3%	-2%	42%[activator]	7%	10%[12.7 µM]	-4%
N#Cc1c(NC(=O)CSc2nnc(-c3ccncc3)n2CC2CCCO2)sc2c1CCCC2 (centres undefined)
→ 0%	-1	-25%	3%	-15%	7%	-28%	?	-6%
Cc1ccc([N+](=O)[O-])c(C(=O)N/N=C/c2cccnc2)c1
→ -1%	-23	-13%	-5%	-8%	41%[activator]	-15%	-29%	-3%
CN(CCOC(=O)c1ccc2c(c1)OCCO2)Cc1ccccc1
→ -2%	2	-12%	12%	-9%	48%[activator]	0%	5%[12.7 µM]	0%
O=C(NCCCNC(=O)c1ccccc1Cl)c1cnccn1
→ 0%	-5	-6%	12%	-4%	-13%	0%	19%	11%
Cc1cc(NC(=O)CN2CCN(c3ccccn3)CC2)ccc1Br
→ ?	-2	-10%	2%	-11%	21%	-5%	-1%	2%
Cn1c(=O)c2c(nc(CN3CCN(C(c4ccccc4)c4ccccc4)CC3)n2CCCO)n(C)c1=O
→ 0%	69	-8%	-3%	-5%	15%	1%	-3%	0%
CS(=O)(=O)N1CC2CCCN2c2cc(C(F)(F)F)ccc21 (centres undefined)
→ -3%	-5	-19%	0%	-15%	33%	-36%	?	-7%
Cc1ccc(S(=O)(=O)N2[C@@H](c3ccccc3F)C(C(=O)O)=CC[C@H]2c2cccs2)cc1
→ -1%	0	-15%	4%	0%	34%	-6%	28%[2.33 µM]	0%
Cn1cnnc1Sc1cc(N2CCN(S(=O)(=O)c3ccc(Cl)c(Cl)c3)CC2)ccc1[N+](=O)[O-]
→ 0%	-8	-7%	-3%	-19%	17%	0%	-1%[59 µM]	2%
COc1cc(OC)c2c(c1)OC(c1ccc(OC)c(OC)c1)C(O)C2=O (centres undefined)
→ -10%	-1	-9%	3%	-7%	53%[activator]	-1%	-42%[59 µM]	1%
CCN1CC(CN(C)Cc2nc(-c3ccco3)oc2C)CC1=O (centres undefined)
→ 2%	3	-7%	3%	-4%	46%[activator]	-15%	79µM*	-10%
COc1cccc(NC(=O)C2C(c3ccccc3)C2(Cl)Cl)c1 (centres undefined)
→ ?	-2	24%	1%	-19%	52%[activator]	4%	1%[0.501 µM]	-8%
CC1(C)OC2CC3C4CCC5=CC(=O)CCC5(C)C4(F)C(O)CC3(C)C2(C(=O)CO)O1 (centres undefined)
→ -3%	1	-3%	-2%	-24%	44%	.	.	i

Source: PubChem BioAssay (National Center for Advancing Translational Sciences (NCATS))
